SKKanGAS inh – blocks kanamycin growth of S. pyogenes SKKanGAS strain; AID 1662; actives 1.3% (n = 300,000); inhibition, % at 7.5 µM; BacTiter-Glo, 6 h;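 active means mean replicate score, as percent of positive control median, at least 50; inconclusive means mean below 50 but one replicate at or above 50; inactive means mean and every replicate below 50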;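 further: strain carries kanamycin resistance gene driven by streptokinase promoter and grows in 40 µg/ml kanamycin; loss of luminescence reflects streptokinase promoter inhibition or plain growth inhibition; 0% = median of DMSO wells and 100% = positive control at its reference dose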
KLF5 inhibitor – inhibitors of KLF5 expression | DLD-1 KLF5 promoter-luciferase reporter, luminescence | inhibition, % at 5 µM | actives 0.23% (n = 290,000);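 active means inhibition above a per-plate limit of that plate's mean compound inhibition plus 3 SD, cut at about 60% in these data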;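 further: 0% = DMSO wells and 100% = LY294002 at 200 µM; higher means less KLF5 promoter-driven luciferase light; inactives centre near -14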
TRPC6 act – mouse TRPC6 channel activation. HEK293-TRPC6 membrane potential dye fluorescence; active compounds read high. B-score at 10 µM. Q61143. actives 0.13% (n = 310,000);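 active means B-score of the integrated fluorescence ratio above library mean plus 3 SD, and starting fluorescence ratio within library mean plus 5 SD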;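 further: higher score means more depolarization so channel activation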
Target sequence (Q61143 whole entry, looked up): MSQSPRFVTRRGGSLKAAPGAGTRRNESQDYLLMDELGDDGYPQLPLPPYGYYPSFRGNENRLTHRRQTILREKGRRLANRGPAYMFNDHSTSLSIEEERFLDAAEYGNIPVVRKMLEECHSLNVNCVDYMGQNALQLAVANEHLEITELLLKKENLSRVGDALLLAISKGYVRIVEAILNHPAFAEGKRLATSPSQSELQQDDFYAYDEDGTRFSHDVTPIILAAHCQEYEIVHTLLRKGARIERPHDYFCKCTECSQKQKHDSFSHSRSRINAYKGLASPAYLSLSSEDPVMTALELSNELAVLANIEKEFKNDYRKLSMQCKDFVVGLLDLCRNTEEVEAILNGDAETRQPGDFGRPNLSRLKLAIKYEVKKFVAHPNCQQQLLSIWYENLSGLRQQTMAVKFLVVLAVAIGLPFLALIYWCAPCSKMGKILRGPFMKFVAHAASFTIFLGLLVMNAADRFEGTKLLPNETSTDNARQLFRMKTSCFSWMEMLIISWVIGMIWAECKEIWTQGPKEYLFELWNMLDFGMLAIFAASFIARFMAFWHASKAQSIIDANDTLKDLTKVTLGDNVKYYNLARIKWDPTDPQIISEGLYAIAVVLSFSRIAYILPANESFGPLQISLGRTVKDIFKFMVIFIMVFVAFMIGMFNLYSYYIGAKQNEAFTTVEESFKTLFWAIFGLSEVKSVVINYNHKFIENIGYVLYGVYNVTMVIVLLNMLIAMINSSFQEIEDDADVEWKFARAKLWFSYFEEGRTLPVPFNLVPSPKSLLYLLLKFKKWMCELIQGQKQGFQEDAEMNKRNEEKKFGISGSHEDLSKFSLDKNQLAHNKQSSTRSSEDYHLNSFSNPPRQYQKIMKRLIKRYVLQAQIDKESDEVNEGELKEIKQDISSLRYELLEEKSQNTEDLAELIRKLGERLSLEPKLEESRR
TRPC4 inh – TRPC4 (mouse) channel inhibition | Q9QUQ5 | HEK293 TRPC4beta/mu-opioid, DAMGO-evoked Fluo4 calcium flux; active compounds read low | B-score at 10 µM | actives 0.39% (n = 300,000) | AID 2247;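 active means B-score over 3 SD under the library average, no early fluorescence shift, positive overall ratio signal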
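System: stable TRPC4beta/mu-opioid receptor HEK293 cells; Dosing: single-point compound dosing; Measured by: Fluo4 Ca2+ flux fluorescence; Read-out basis: per-well B score of integrated baseline-normalized Fluo4 ratio.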
aSyn UTR inh – MLPCN primary screen, SNCA 5' untranslated region; inhibition, % (tested at 7.5 µM); actives 0.82% (n = 300,000); AID 1813; alpha-synuclein 5'UTR reporter, inhibitor activity; in the data active means inhibition above about 60%; inconclusive means no clear call, values can overlap the other calls;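 further: H4 neuroglioblastoma cells stably carrying SNCA 5'UTR luciferase fusion; 0% = DMSO wells and 100% = positive control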
MrgX1 antag – antagonists of human MrgX1 receptor; Q96LB2; MRGX1-HEK293 calcium flux, Fluo-4, BAM8-22 antagonism; active compounds read low; B-score at 10 µM; actives 1.3% (n = 310,000);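 active means calcium-response B-score plate-corrected more than 3 library SD below zero, starting fluorescence within 5 deviations, no agonist response on first addition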;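 further: peak minus trough fluorescence over baseline after final BAM8-22 challenge near maximal dose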
TRPC4 potent – TRPC4 (mouse) allosteric potentiation; HEK293 TRPC4beta/mu-opioid, DAMGO EC20, Fluo-4 Ca2+ flux; active compounds read high; B-score at 10 µM; actives 0.42% (n = 310,000);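 active means B-score of calcium response area above 5 SD of library B-scores, with initial fluorescence ratio within 5 SD of library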;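 further: B-score of integrated fluorescence ratio over time as area under calcium response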
TRPC4 act – TRPC4 (mouse) channel activation. Q9QUQ5. HEK293 TRPC4beta/mu-opioid, Fluo4 calcium fluorescence; active compounds read high. B-score at 10 µM. actives 0.49% (n = 310,000). AID 2237;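 active means B-score above 5 SD of library B-scores, and initial fluorescence ratio not above library mean plus 5 SD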;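 further: positive B-score marks a calcium rise read as TRPC4 activation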
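Test system: HEK293 cells stably co-expressing mouse TRPC4beta and mu-opioid receptor | Schedule: Fluo4 dye loading 45 min at room temperature, 110 s recording | Measured by: Kinetic Fluo4 calcium fluorescence, 5 s baseline at 1 Hz | Evaluation: B score of integrated ratio | Controls: Buffer (low) and maximal DAMGO (high)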
HIF act – HIF pathway transcriptional activation; U2OS HRE-luciferase reporter, luminescence; normalized: DMSO 0%, desferrioxamine 100%; actives 0.32% (n = 300,000); activation, % at 7.5 µM (by protocol);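 active means mean activation of at least 10% of the iron chelator positive control signal, with at least half of replicates also reaching 10%; inconclusive means mean and replicate majority disagree about reaching 10%; inactive means mean and most replicates under 10%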
IEC-6 tox – IEC-6 cytotoxicity, counter-screen for KLF5 inhibitors | actives 0.78% (n = 290,000) | inhibition, % at 5 µM | luminescence viability; in the data active means inhibition above about 22%;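 further: 0% = plate median of test compound wells and 100% = cytotoxic reference compound wells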
TRPC6 inhibitor – mouse TRPC6 channel inhibition | actives 1.1% (n = 310,000) | Q61143 | B-score at 10 µM | AID 2553 | HEK293-TRPC6, membrane potential dye, ACh-evoked depolarization; active compounds read low;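 active means B-score under library mean minus 3 SD, initial fluorescence not abnormally high, positive integrated signal ratio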;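 further: B-score derived from integrated fluorescence ratio over the kinetic read; more negative B-score means stronger inhibition of depolarization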
* = called active by the depositor; i = inactive; u = inconclusive; x = no result given.

SMILES	SKKanGAS inh	KLF5 inhibitor	TRPC6 act	TRPC4 inh	aSyn UTR inh	MrgX1 antag	TRPC4 potent	TRPC4 act	HIF act	IEC-6 tox	TRPC6 inhibitor
CN(C)CCNC(=O)/C(=C/c1ccc(-c2cccc(Cl)c2)o1)NC(=O)c1ccccc1	-1	-6	i	i	-22	i	i	i	0.3	-2	i
CCOC(=O)c1ccc(-c2ccc(/C=C(\C#N)C(=O)NCC3CCCO3)o2)cc1 (stereo not drawn)	23	-7	i	i	-85	i	i	i	1.9	5	i
Cc1ccc(N2CCN(S(=O)(=O)c3ccc(C)cc3)CC2)cc1	-4	-5	i	i	5	i	i	i	1.2	1	i
CSC(=S)N/N=C/c1ccc(N(C)C)cc1	-3	-15	i	i	-96	i	i	i	0.0	-1	i
Cc1ccc(NC(=O)C2CCCN(S(=O)(=O)c3ccc4c(c3)oc(=O)n4C)C2)nc1 (stereo not drawn)	1	8	i	i	26	i	i	i	-0.2	2	i
COc1ccc(CCN(C(=O)Cn2nnc3ccccc32)C(C(=O)NCC2CCCO2)c2ccncc2)cc1OC (stereo not drawn)	6	0	i	i	30	i	i	i	-0.7	-1	i
COc1ccc(C2CC(c3cccs3)=NN2C(=O)CSc2nnnn2C)cc1OC (stereo not drawn)	0	0	i	i	-11	i	i	i	-0.5	13	i
O=C(NCCN1C(=O)S/C(=C/c2ccccc2)C1=O)C1CCCN1C(=O)c1cccs1 (stereo not drawn)	-8	-1	i	i	13	i	i	i	-0.4	-2	i
CCOc1ccc(N2CC(O)(c3cccs3)[N+]3=C2CCCC3)cc1 (stereo not drawn)	1	-3	i	i	0	i	i	i	-0.4	8	i
CC(=O)Nc1cc(C(=O)c2ccccc2)ccc1N1CCOCC1	-1	-61	i	i	-3	i	i	i	0.1	1	i
CC(C(=O)N1CCN(c2ccccc2)CC1)N1C(=O)C2CC=CCC2C1=O (stereo not drawn)	-1	-11	i	i	5	i	i	i	-0.5	-4	i
O=Nc1onc(-c2ccc([N+](=O)[O-])cc2)c1NO	-7	-35	i	i	-2	i	i	i	-0.7	-9	i
COc1ccc(-c2nnn(CC(=O)c3ccccc3)n2)cc1OC	-20	0	i	i	20	-4.7*	i	i	0.5	3	i
COc1ccccc1NC(=O)N1CCC(c2nc3ccccc3o2)CC1	5	6	i	i	-20	i	i	i	-0.6	-11	i
COc1cc2[nH]c(=S)nc(NCCCOC(C)C)c2cc1OC	4	-5	i	i	0	i	i	i	0.1	1	i
COc1ccc(C2CC(c3ccccc3)=NN2C(=O)COC(=O)c2cccnc2Cl)cc1 (stereo not drawn)	1	-37	i	i	-9	i	i	i	0.8	-6	i
CCn1c(CSCc2ccc(Cl)cc2)nnc1SCC(=O)Nc1cccc(C(=O)O)c1	18	-5	i	i	x	i	i	i	x	3	i
Cc1ccc(-c2nc(CNC(=O)c3cc(C)on3)cs2)cc1	-12	-32	i	i	-3	i	i	i	0.4	-5	i
O=C(COc1ccccc1)N(Cc1cccc(F)c1)C1CCS(=O)(=O)C1 (stereo not drawn)	1	2	i	i	-12	i	i	i	18*	-3	i
Cc1cccc(Nc2nc(N)c([N+](=O)[O-])c(N3CCCC(C)C3)n2)c1 (stereo not drawn)	22	-22	i	i	u	i	i	i	-0.3	9	i
Cc1c(C=O)c2ccccn2c1C(=O)c1cccc([N+](=O)[O-])c1	2	1	i	i	16	i	i	i	-1.5	1	i
COc1ccc(-c2csc(NC(=O)Cc3cccc4ccccc34)c2C(=O)O)cc1	36	-8	i	-7*	-17	x	i	i	0.2	-3	i
CCN1C(=O)NC2C1N(S(C)(=O)=O)CCN2S(C)(=O)=O (stereo not drawn)	5	3	i	i	-10	i	i	i	-0.1	-8	i
Cc1cc(NC(=O)COC(=O)C2COc3ccccc3O2)no1 (stereo not drawn)	-3	-2	i	i	-14	i	i	i	0.1	6	i
CN(c1ccccc1)c1nc2ccsc2c(=O)s1	-8	-99	i	i	-124	i	i	i	2.5	0	i
Cc1cc(N2CCC(C)CC2)nc(SCC(=O)c2ccccc2)n1	9	-5	i	i	-33	i	i	i	0.5	1	i
O=C1CC(NS(=O)(=O)c2cccs2)CN1c1cccc(F)c1 (stereo not drawn)	-8	x	i	i	-3	i	i	i	0.4	x	i
Cc1ccc(C(=O)Nc2scc(-c3ccccc3)c2C(=O)O)o1	21	-41	i	i	5	i	i	i	0.5	-3	i
O=C(O)c1cccc(NC(=O)c2ccc(CN3C(=O)c4ccccc4C3=O)cc2)c1	8	-18	i	i	8	i	i	i	-2.0	4	i
Cc1cc(NC(=O)CN2CCOCC2)n(-c2ccccc2)n1	6	-10	i	i	-4	i	i	i	-0.9	-8	i

No new results follow: 3 of the compounds above.
SMILES	SKKanGAS inh	KLF5 inhibitor	TRPC6 act	TRPC4 inh	aSyn UTR inh	MrgX1 antag	TRPC4 potent	TRPC4 act	HIF act	IEC-6 tox	TRPC6 inhibitor
Cc1ccc(C(=O)Nc2scc(-c3ccccc3)c2C(=O)O)o1	21	-41	i	i	5	i	i	i	0.5	-3	i
O=C(O)c1cccc(NC(=O)c2ccc(CN3C(=O)c4ccccc4C3=O)cc2)c1	8	-18	i	i	8	i	i	i	-2.0	4	i
Cc1cc(NC(=O)CN2CCOCC2)n(-c2ccccc2)n1	6	-10	i	i	-4	i	i	i	-0.9	-8	i

Additional structures
SMILES	SKKanGAS inh	KLF5 inhibitor	TRPC6 act	TRPC4 inh	aSyn UTR inh	MrgX1 antag	TRPC4 potent	TRPC4 act	HIF act	IEC-6 tox	TRPC6 inhibitor
CCc1ccc(NS(=O)(=O)c2ccc3[nH]cc(C(=O)N(C)Cc4ccco4)c(=O)c3c2)cc1	-1	15	i	i	4	i	i	i	-0.3	-6	i
COCCn1nnnc1C(c1ccccc1OC)N1CCN(C(=O)c2ccco2)CC1 (stereo not drawn)	-7	-9	i	i	1	i	i	i	-0.1	1	i
CC(=O)c1ccc(NC(=O)c2ccc3c(=O)n4c(nc3c2)CCCCC4)cc1	6	-22	i	i	-17	i	i	i	0.1	-4	i
N#CCCN(C(=O)COc1ccc(C#N)cc1)c1ccc(F)cc1	2	6	i	i	3	i	i	i	-0.8	5	i
CC(=O)Oc1ccc2c(c1)C(=O)c1ccccc1CO2	-2	-38	i	i	-47	i	i	i	0.9	-4	i
CCOC(=O)c1cnc2c(C(=O)OC)cccc2c1NCc1ccco1	4	-4	i	i	x	i	i	i	x	-2	i
CCOC(=O)c1c(S(=O)(=O)NCCc2ccco2)c(C)n(C)c1C	-5	-7	i	i	1	i	i	i	1.0	0	i
O=C(N/N=C/c1cc(Cl)ccc1O)c1ccccc1Br	u	30	i	i	7	i	i	i	10*	8	i
Cn1cccc1CC(=O)NNC(=O)Nc1ccc(F)cc1	3	15	i	i	-6	i	i	i	-0.1	-4	i
O=C(CNC(=O)Cn1cnc2sc3c(c2c1=O)CCCC3)NCc1ccccn1	-3	-22	i	i	4	i	i	i	-0.7	-3	i
CN(C)S(=O)(=O)n1cc(/C=C(\NC(=O)c2ccccc2)C(=O)N2CCOCC2)c2ccccc21	7	-29	i	i	4	i	i	i	0.5	6	i
CCOC(=O)c1ccc(OS(=O)(=O)c2ccccc2)c(OC)c1	-3	-113	i	i	-195	i	i	i	4.1	0	i
COc1cccc2cc(C(C)N(CCCN3CCOCC3)C(=S)Nc3cccc(C)c3)oc12 (stereo not drawn)	2	-35	i	i	-25	i	i	i	0.1	0	i
O=C(CN1C(=O)C2CCCCC2C1=O)OCC(=O)c1ccc(Cl)s1 (stereo not drawn)	1	11	i	i	-15	i	i	i	-0.9	0	i
Cc1cc(/C=C2\SC(=S)N(C)C2=O)c(C)n1-c1ccccc1O	88*	x	i	i	-126	i	i	i	2.2	x	i
COc1ccc(C(=O)c2no[n+]([O-])c2C(=O)c2ccc(OC)cc2)cc1	-13	-43	i	i	-21	i	53*	i	-1.5	4	i
Cc1ccc(Cn2c(C(=O)O)cc3sccc32)cc1	3	-10	i	i	9	i	i	i	x	-3	i
CC1CCN(CC(O)COc2ccc(F)cc2)CC1 (stereo not drawn)	0	7	i	i	3	i	i	i	x	-3	i
COCCNC(=O)/C(C#N)=C/c1c(N2CCCCCC2)nc2c(C)cccn2c1=O	3	-14	i	i	25	i	i	i	0.0	0	i
CCNc1nc(SCC(=O)OC)nc(N(C)C)n1	-12	4	i	i	5	i	i	i	-0.7	-1	i
COc1ccc(OC)c(-c2csc(N(C)C(=O)Cc3ccccc3)n2)c1	x	-22	i	i	21	i	i	i	-0.8	-3	i
O=C(CCc1ccc(S(=O)(=O)NCc2ccccc2)cc1)N1CCN(Cc2ccc3c(c2)OCO3)CC1	-6	-23	i	i	22	i	i	i	-0.1	-5	i
CCc1ccc(NC(=O)C(C)OC(=O)CC(NC(C)=O)c2ccccc2)cc1 (stereo not drawn)	1	3	i	i	1	i	i	i	0.0	-4	i
CC(=O)c1ccc(-n2c(-c3cc(-c4ccco4)[nH]n3)n[nH]c2=S)cc1	21	-17	i	i	9	i	i	i	-0.4	3	i
COC(=O)c1ccc(NC(=O)C(C)N2C(=O)c3ccccc3C2=O)cc1 (stereo not drawn)	u	-6	i	i	19	i	i	i	-0.3	4	i
O=C(NNC(=O)c1cccs1)c1ccc2ccccc2c1	-8	-56	i	i	-71	i	i	i	3.7	-1	i
O=C(O)c1cc(S(=O)(=O)N2CCOCC2)ccc1N1CCCCC1	-3	-1	i	i	17	i	i	i	-0.2	-2	i
CCN1CCc2c(sc(NC(=O)c3ccc(S(=O)(=O)N4CCOCC4)cc3)c2C(N)=O)C1	0	-1	i	i	4	i	i	i	-0.1	0	i
O=C(CSc1ccc2c(c1)OCCO2)NCC1CCCO1 (stereo not drawn)	0	-9	i	i	-7	i	i	i	0.2	-4	i
CCOc1ccc(-c2nc(C)c(C(C)=O)n2O)cc1	-1	-56	i	i	-173	i	i	i	0.6	0	i
COc1ccc(-c2nc(C#N)c(NCc3ccco3)o2)cc1	-1	-70	i	i	-182	i	i	i	5.9	7	i
COC(=O)c1ccc(NC(=S)N2CCN(CCO)CC2)cc1	-12	-20	i	i	-5	i	i	i	-4.9	0	i
Cc1c(OCC(=O)NCCCN2CCOCC2)ccc2c3c(c(=O)oc12)CCCC3	-1	-1	i	i	-7	i	i	i	-0.7	6	i

Assay outcomes deposited in PubChem by several laboratories.
